AmpC no deterg = blocks E. coli AmpC beta-lactamase in detergent-free assay. P00811. AmpC nitrocefin hydrolysis, absorbance 480 nm, 0.0001% Triton. Potency, µM (series often up to 57.1 µM), for inactives: at the highest dose activity change, negative = inhibition, actives largely listed as inhibitors. 330,000 compounds, 0.52% hits. AID 485341;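 also: potency is read from the fitted curve at half-maximal effect; plate controls were no compound for no effect and no enzyme for full effect; nearly all actives have a fitted effect of over 20% in size; some results filed as inactive show a strong effect at the top dose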
Target sequence (P00811 whole entry, looked up): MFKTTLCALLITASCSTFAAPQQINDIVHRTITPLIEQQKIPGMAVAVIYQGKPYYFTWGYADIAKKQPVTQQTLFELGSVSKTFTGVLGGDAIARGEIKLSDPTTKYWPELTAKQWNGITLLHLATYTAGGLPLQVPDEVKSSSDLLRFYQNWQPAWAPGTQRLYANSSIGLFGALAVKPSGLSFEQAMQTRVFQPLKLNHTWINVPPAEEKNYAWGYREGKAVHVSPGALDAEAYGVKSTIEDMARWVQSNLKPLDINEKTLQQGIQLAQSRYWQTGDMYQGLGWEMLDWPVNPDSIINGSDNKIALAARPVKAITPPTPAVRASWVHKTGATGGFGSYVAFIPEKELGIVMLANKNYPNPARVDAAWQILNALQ
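20 mM phosphate pH 7.0 + 0.01% (detergent screen) or 0.0001% Triton X-100; 5.3 nM AmpC reagent; cpd preinc 15 min RT; nitrocefin (800 uM stock) to start; A480 q20 s × 4 min; Activity was normalised to no-enzyme and no-compound control wells.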
Cycloheximide cs = counter-screen hit for Shiga toxin inhibitors, cycloheximide; cell reporter, cycloheximide protein synthesis inhibition counterscreen; max response, %; 300,000 compounds, 12% hits; in the data active = max response mostly above about 13%, no sharp cut-off; inactive = mostly below about 14%; also: read at 38.3 µM for the half of the compounds with a filed dose; 0% is about no effect
Tb PYK inh = T. brucei pyruvate kinase inhibition | Q57TT1 | TbPYK enzyme, Kinase-Glo Plus ATP luminescence, 45 min | Potency, µM (doses to about 76.8 µM), for inactives: at the top dose activity, negative = inhibition, hits mostly inhibitors | 410,000 compounds, 0.12% hits | AID 624173; also: potency is read from the fitted curve at half-maximal effect; % is scaled to controls: 0 for no effect and ±100 for the full control effect; nearly all actives have a fitted effect of over 50% in size
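Screened from lowest to highest concentration, compounds were pinned into TbPYK/substrate mixtures, and ADP (130 uM final) was added. Plates sat at room temperature for 45 min prior to Kinase-Glo Plus detection by luminescence.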
LmPK inh = blocks Leishmania mexicana pyruvate kinase activity; Potency, µM (titrated, usually from 57.5 µM), for the others: at the highest dose activity change, negative = inhibition, most hits filed as inhibitors; Q27686; 290,000 compounds, 0.37% hits; purified LmPK, Kinase-Glo ATP luminescence, 1 h; also: potency is read from the fitted curve at half-maximal effect; % is scaled to controls: 0 for no effect and ±100 for the full control effect
Target sequence (Q27686 whole entry, looked up): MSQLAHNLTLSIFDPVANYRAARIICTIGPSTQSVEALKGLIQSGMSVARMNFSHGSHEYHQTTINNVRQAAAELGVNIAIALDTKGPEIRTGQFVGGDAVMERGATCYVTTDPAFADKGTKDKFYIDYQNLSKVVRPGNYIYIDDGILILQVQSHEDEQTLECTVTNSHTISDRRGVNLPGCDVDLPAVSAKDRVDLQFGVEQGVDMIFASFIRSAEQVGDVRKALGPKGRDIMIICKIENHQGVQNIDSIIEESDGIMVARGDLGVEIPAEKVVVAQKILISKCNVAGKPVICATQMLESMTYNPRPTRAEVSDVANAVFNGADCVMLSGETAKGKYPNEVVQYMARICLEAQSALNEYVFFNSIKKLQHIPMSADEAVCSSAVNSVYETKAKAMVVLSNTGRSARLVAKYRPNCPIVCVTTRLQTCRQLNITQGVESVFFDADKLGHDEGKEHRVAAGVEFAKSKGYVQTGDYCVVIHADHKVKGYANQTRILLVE
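qHTS format; LmPK 0.1 nM; substrates PEP 0.5 mM and ADP 0.1 mM. One-hour room-temperature incubation, then coupled luciferase luminescence; 0.5 nM enzyme wells mark activation.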
Pf growth 96h = inhibits malaria parasite growth, 96 h. Potency, µM (top dose mostly 28.7 µM), inactives show at the top dose activity change, negative = inhibition, hits mostly inhibitors. 320,000 compounds, 6.9% hits. AID 504834. P. falciparum luciferase reporter growth, 96 h; also: potency is read from the fitted curve at half-maximal effect; % is scaled to controls: 0 for no effect and ±100 for the full control effect
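Infected RBCs, 2% Hct / 0.05% parasitemia final; luciferase-reporter P. falciparum; cpd 96 h, 37 C, 5% CO2; luciferase detection reagent; luminescence.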
Shiga inhibitor = blocks Shiga toxin action in Vero cells | Vero cells, Shiga toxin protein synthesis inhibition reporter | inhibition, % at 38.7 µM | 290,000 compounds, 9.2% hits | AID 2315; in the data active = inhibition mostly above about 28%, no sharp cut-off; inactive = mostly below about 43%; also: 0% is about no effect
Pf growth 48h = inhibits P. falciparum growth in the first generation, 48 h; Potency, µM (titrated, usually from 28.7 µM), for the others: at the highest dose activity change, negative = inhibition, usual class: inhibitors; 310,000 compounds, 5.9% hits; P. falciparum luciferase growth in erythrocytes, 48 h; also: potency is read from the fitted curve at half-maximal effect; % is scaled to controls: 0 for no effect and ±100 for the full control effect
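Erythrocytes infected with P. falciparum carrying an integrated firefly luciferase reporter (2% hematocrit, 0.1% parasitemia final) were exposed to compounds in RPMI 1640 with 0.5% Albumax at 37 C, 5% CO2. Growth inhibition was scored as reduced luminescence.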
* = called active by the depositor; u = inconclusive; x = no result given; & = joins results of further samples; [ ] = another dose, or the depositor's remark. Unless noted, calls follow the shape of the dose curve; as a rule, active = well fitted curve in the direction sought with a large enough effect; inconclusive = small, poorly fitted or top-dose-only effect, or another doubt; inactive = no such curve, though single readings can be large; an effect the other way counts as inactive or inconclusive.

Results follow in this order: AmpC no deterg, Pf growth 48h, Cycloheximide cs, Pf growth 96h, Shiga inhibitor, Tb PYK inh, LmPK inh
- Cc1ccc2oc3c(c(=O)c2c1)C(c1ccc(F)cc1)N(CCCN1CCOCC1)C3=O (stereo not drawn)
    51%, x, 9, u, -11, x, 3%
- O=[N+]([O-])c1cccc(-c2c[n+]3c(n2-c2ccccc2)SCC3)c1
    -35%, 1µM*, 1, 1µM*, -7, 0%, 0%
- Cc1nc2ccccc2n2c(-c3ccccc3)c3c(=O)n(C)c(=O)n(C)c3c12
    -16%, 9%, -5, x, -7, -8%&2%, 2%
- CCOC(=O)Cn1ccc(O)c(Cc2ccc(Cl)cc2Cl)c1=O
    -12%, 24%, -1, 14%, -2, -7%, -4%
- CCOC(=O)C1(CCc2ccccc2)CCN(C(=O)C2CCOCC2)CC1
    139%[activator], -8%, 8, u, -4, -2%, -5%
- Cc1ccc(C)c(C(=O)c2c(C)nc3sccn23)c1
    -7%, u, 1, u, 67, 5%, -1%
- O=C(Cc1ccc(F)cc1)N(c1ccc(F)cc1)C1C=CS(=O)(=O)C1 (stereo not drawn)
    13%, 6%, -2, u, -31, -1%, 2%
- CCOC(=O)C1CCN(C(=O)c2cc3c(=O)n4ccccc4nc3s2)CC1
    23%, 16%, 23*, u, 35, 1%, -8%
- N#Cc1c(N)nc2c(c1-c1cccc(O)c1)CCCCCC2
    -31%, 1%, -5, -6%, -10, 2%, -1%
- CCOC(=O)Nc1nnc(Cc2ccc(Cl)c(Cl)c2)s1
    -7%, -6%, 1, 0%, -3, -4%, 5%
- Cc1ccc2nsnc2c1S(=O)(=O)N(Cc1cc2cccc(C)c2[nH]c1=O)CC1CCCO1 (stereo not drawn)
    -3%, 17%, -2, x, -5, -4%, 4%
- NC(=O)c1cc2ccccc2oc1=NCc1ccccc1
    -5%, 1%, 17, 41%[activator], 44, 1%, -1%
- O=C(CCCCCCC(=O)Nc1ccccc1)NO
    x, 0.21µM*, x, 0.13µM*, x, 4%, x
- COc1ccc(S(=O)(=O)N[C@@H](C)C(=O)OCC(=O)Nc2cc3oc4ccccc4c3cc2OC)cc1
    -4%, 51%[activator], 15*, 82%[activator], 103*, -5%, 1%
- COc1ccccc1NS(=O)(=O)c1ccc(C)c(NS(=O)(=O)c2cc(C(=O)O)cc(C)c2C)c1
    -29%, 53%[activator], 1, -6%, -3, -3%, 0%
- CN(C)S(=O)(=O)c1cc(C(=O)NCCCn2ccc3ccccc32)ccc1Cl
    2%, x, -2, 4.1µM*, -12, -3%, 9%
- COc1cc(C2C(C#N)=C(N)Oc3c2ccc2ccccc32)ccc1OCC(=O)Nc1cccc(C)c1 (stereo not drawn)
    u, 12µM*, 4, 20%, 22, -4%, 3%
- COCC(C)n1c(SCC(=O)Nc2nccs2)nc2ccccc2c1=O (stereo not drawn)
    -4%, 25%, x, 39%[activator], x, -2%, x
- CCCCNC(=O)CC1SC(=NCC)N(CC)C1=O (stereo not drawn)
    -10%, 8%, 0, x, -2, -1%, -1%
- C=CCNC(=O)/C(C#N)=C/c1ccc(C)o1
    -22%, 10%, 13, 11%, 32, -2%, -1%

Results follow in this order: AmpC no deterg, Pf growth 48h, Cycloheximide cs, Pf growth 96h, Shiga inhibitor, Tb PYK inh, LmPK inh
- Nc1nnn(CC(=O)N/N=C/c2ccncc2)n1
    4%, 17%, 1, -9%, -3, 0%, -4%
- Cc1ccc(NC(=O)CSc2nnc(C3CC3)n2N)cc1S(=O)(=O)N1CCOCC1
    -23%, u, -4, 11%, 16, -2%, -1%[11.5 µM]
- O=P(Cc1cccc[n+]1[O-])(c1ccccc1)c1ccccc1
    -26%, -8%, -5, -6%, -4, 1%, -2%
- CCC(C)n1[nH]c(=O)cc1N (stereo not drawn)
    -14%, 9%, 1, 35%[activator], 30, 4%, -2%
- C/C(O)=c1/cnc2nc3ccccc3n2c1=O
    -13%, 74%[activator], 14, 29%, 27, -3%, -5%
- C[C@H](NC(=O)c1nc[nH]c1C(=O)NCCCCCNC(=O)OC(C)(C)C)C(=O)OC(C)(C)C
    120%[activator], u, 31*, u, 57*, 3%, 2%
- C/C(=N\NC(=O)c1cccc(F)c1)c1ccc(NC(=O)Cc2ccccc2)cc1
    -35%, 6%, 42*, -32%, 48*, -5%, -1%
- COc1cc([C@@H]2c3cc4c(cc3[C@@H](NC3CCN(Cc5ccccc5)CC3)[C@H]3COC(=O)[C@H]23)OCO4)cc(OC)c1O
    87%[activator], 0.74µM*, -4, 0.17µM*, 9, x, -13%
- O=C(O)c1cccc(NC(=O)C2C3C=CC(C3)C2C(=O)OCC(F)(F)C(F)F)c1 (stereo not drawn)
    0%, 50%[activator], -1, 81%[activator], -2, -8%, 4%
- Cc1nnc(N2CCc3ccccc3C2)[nH]c1=O
    -14%, 6%, 1, x, 3, -15%, -3%
- O=C(c1ccco1)N1CCN(S(=O)(=O)c2cccc(C(F)(F)F)c2)CC1
    29%, x, 5, 7%, 27, 0%, 4%
- CCc1ccc(OCCSc2nc3ccccc3n2CC(=O)O)cc1
    -32%, -18%, -2, -2%, -9, 2%, -3%
- CCOC(=O)C(=O)Nc1ccccc1C(=O)Nc1ccc(OC)cc1
    -18%, x, 7, 0%, 23, -4%, 2%
- O=C(Nc1ccc(OCC(=O)N2CCOCC2)cc1)c1cncc(Br)c1
    -12%, 12%, -4, u, -10, -15%, 2%
- O=C(CSc1nnc2c(n1)[nH]c1ccccc12)N1CCCCC1
    -3%, u, 2, u, 19, 4%, -3%
- COC(=O)c1cn(Cc2cccc(C)c2)nn1
    -6%, 9%, -1, 3%, -2, -10%, -1%
- CSc1nc2n(n1)C(C)C1=C(CCCC1=O)N2 (stereo not drawn)
    -17%, 3%, -4, 2.9µM*, -1, 1%, 0%
- Cc1cccc(-n2c(C)nc3sccc3c2=O)c1
    -1%, -8%, -1, u, -7, 5%, -2%
- O=S(=O)(c1ccccc1)N(CC(O)Cn1c2ccccc2c2ccccc21)c1ccccc1 (stereo not drawn)
    -31%, u, 5, 2.3µM*, -24, 3%, 3%
- N#CCSc1nc2sc3c(c2c(=O)n1C1CCCCC1)CCCC3
    -20%, u, -2, -7%, -20, -10%, 3%

Results follow in this order: AmpC no deterg, Pf growth 48h, Cycloheximide cs, Pf growth 96h, Shiga inhibitor, Tb PYK inh, LmPK inh
- CCOC(=O)C1CN(S(=O)(=O)c2ccc(OC)cc2)c2cc(Cl)ccc2O1 (stereo not drawn)
    -6%, -16%[0.00184 µM], -3, 23%, -13, -4%, 9%
- COc1ccc(C2NC(c3ccc(OC)cc3)C([N+](=O)[O-])C(C)(C)C2[N+](=O)[O-])cc1 (stereo not drawn)
    9%, u, -4, 9%, 42, 2%, 8%
- COCCn1c(SCC(=O)NCc2cccs2)nnc1-c1ccc(OC)cc1
    -15%, 20%, -4, 4%, -8, -2%, -4%
- COC(=O)C1=C(CN2CCN(C)CC2)NC(=O)NC1c1cc(C)ccc1C (stereo not drawn)
    -37%, u, -2, x, -8, -5%, 2%
- CN(CC(=O)Nc1ccccc1Cl)C(=O)CSc1nc2ccccc2s1
    -1%, 24%, -1, u, -3, -9%, -1%
- CC(C)=CC(=O)OCc1cc([N+](=O)[O-])cc2c1OCOC2
    -20%, 90%[activator], 65*, 132%[activator], 88*, 0%, -1%
- COC(=O)C1CCN(C(=O)NC2CC(=O)N(c3ccc4c(c3)OCCO4)C2)CC1 (stereo not drawn)
    -8%, u, x, 15%, x, -9%, x
- CN(CC(=O)Nc1ccc(S(N)(=O)=O)cc1)C1CCCCC1
    -9%, 13%, -4, 9%, -4, 0%, -3%
- COc1ccc(Cc2noc(CN3CCN(Cc4cccc(Cl)c4)CC3)n2)cc1OC
    177%[activator], u, 11, 8.3µM*, 12, 0%, 2%
- CCOc1ccc(NC(=O)CCSc2ccc(C)cc2)cc1
    -25%, 2%, -1, 19%, -5, -7%, 0%
- c1ccc(-c2nc(Sc3ncnc4c3cnn4-c3ccccc3)n[nH]2)cc1
    -43%, 10%, -4, 32%[activator], 8, x, -1%
- Cc1ccc(Nc2c(-c3ccc(C)o3)nc3cnccn23)cc1
    3%, x, -1, 0.74µM*, -13, -24%, -7%
- CS(=O)(=O)c1ccc(Cl)c(NC(=O)c2cc(=O)[nH]c3ccc(S(=O)(=O)N4CCOCC4)cc23)c1
    -3%, 5%, x, 21%, x, -1%, x
- O=C(CN1C(=O)NC2(CCCC2)C1=O)Nc1cc(Cl)ccc1N1CCOCC1
    109%[activator], u, x, 2%, x, -6%, x
- Cc1cc2c(cc1S(=O)(=O)Nc1cccc(F)c1C)NC(=O)CO2
    -32%, 5%, -1, -21%, -20, -3%, 2%
- CC1(C)CC(=O)c2sc(NS(=O)(=O)c3ccc(Br)cc3)nc2C1
    -33%, -7%, -3, 21%, -10, -14%, 1%
- O=C(Nc1ccc(Cl)cc1Cl)NC1CCCC1
    -34%, 27%, 12, u, 34, -6%, -2%
- Cc1cc(C)c2c(n1)nn1c(N3CCN(c4ccccc4)CC3)cc(C)nc21
    0%, u, -2, u, -12, -13%, 1%
- CCOC(=O)CN1C(=O)CSc2ccc(S(=O)(=O)N3CCCC3)cc21
    -2%, -14%, 1, 8%, 9, 1%, 6%
- CC(=O)c1ccc(OC(=O)c2cccs2)cc1
    -3%, 7%, -2, 24%, -13, -9%, -6%

Results follow in this order: AmpC no deterg, Pf growth 48h, Cycloheximide cs, Pf growth 96h, Shiga inhibitor, Tb PYK inh, LmPK inh
- N#Cc1nc(COc2ccccc2Cl)oc1N1CCCC1
    -6%, -18%, 2, u, -10, -10%, 0%
- CC(C)(C(N)=O)N1CCN(c2ncc(C(F)(F)F)cc2Cl)CC1
    29%, x, -2, -18%, -11, 3%, 1%
- CC(=O)N1CCN(C(=O)c2oc3ccccc3c2C)CC1
    -7%, -19%, 0, -6%, -27, -1%, -12%
- O=C1COc2ccc(C(=O)CCl)cc2N1
    -10%, u, -2, u, 11, -1%, -3%
- O=C(OCC(=O)N1CCN(C(=O)c2ccco2)CC1)c1ccccc1Cc1ccccc1
    134%[activator], u, 35, 7%, 75, -1%, 2%
- COc1ccc([N+](=O)[O-])cc1NC(=O)CCS(=O)(=O)c1ccc(Br)cc1
    -25%, 2%, -2, 59%[activator], 2, 5%, 0%
- CC(N)Cc1cn(Cc2ccccc2)c2ccccc12 (stereo not drawn)
    7%, u, -3, -13%, -7, 2%, -2%
- O=C(OCCOc1ccc(Br)cc1)c1ccc(Cl)c(S(=O)(=O)N2CCOCC2)c1
    1%, u, x, -33%, x, -10%, x
- COc1ccc(Cl)cc1NC(=S)N(CCCN1CCOCC1)Cc1cn(C)c2ccccc12
    170%[activator], u, 6, 13%, -8, -29%, 0%
- CCOc1ccc(OCC(=O)Nc2ccc(N3CCCCC3)cc2)cc1
    -15%, 0%, -2, u, 4, -2%, -5%

As entered above:
AmpC no deterg result of `CCOc1ccc(OCC(=O)Nc2ccc(N3CCCCC3)cc2)cc1` stands at -15%
LmPK inh result of `CC(N)Cc1cn(Cc2ccccc2)c2ccccc12` (stereo not drawn) stands at -2%
AmpC no deterg result of `CC(=O)N1CCN(C(=O)c2oc3ccccc3c2C)CC1` stands at -7%
